IkB sig inh = suppresses IkB signaling in ABC-DLBCL reporter cells | ABC-DLBCL IkBa-CBG/CBR dual luciferase ratio, 4 h; response scale: scaled: untreated 0%, proteasome inhibitor 100% | Potency, µM (doses to about 57.1 µM), without a hit: top-dose IkBa stabilization activation | hit rate 0.04% among 110,000; active = well fitted curve in the direction sought with a large enough effect in the signal ratio, not every such curve was filed as active; inconclusive = small, poorly fitted or top-dose-only effect, or a change in a side signal; the % refers to the signal ratio;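 note: the direction sought is a rising ratio; 0% = basal untreated cells and 100% = reference inhibitor full response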
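Luminescence ratio of IκBα-fused green versus native red beetle luciferase in OCI-Ly3 cells, 4 h post-doxycycline with compound; red signal alone, scaled from basal (0%) to zero light (-100%), flagged nonspecific or cytotoxic effects.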
Peg3 imprint = inducers of genomic imprint erasure in mouse ES cells | mouse ES Peg3-LacZ reporter, beta-gal luminescence, 40 h | Potency, µM (series often up to 60.7 µM), inactives show at the top dose activity change, positive = activation, hits mostly activators | hit rate 0.02% among 110,000;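 note: 0% = negative control wells on the plate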
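Each well holds 300 Peg3LacZ-Neo (maternal) female ES cells incubated 40 h at 37C, 5% CO2. LacZ is measured by BetaGlo luminescence, with AC50 and maximum efficacy derived from dose-response curves.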
p53ts 39C kill = p53ts cell cytotoxicity, nonpermissive temperature. H1299-p53A138V viability at 39C, ATP luminescence, 24 h. Potency, µM (top dose mostly 46.1 µM), for inactives: at the highest dose activity change, negative = cell killing, hits mostly cytotoxic. hit rate 1.5% among 130,000. AID 902; note: nearly all actives have a fitted effect of over 55% in size
p53ts 32C tox = cytotoxicity in p53ts cells at permissive temperature. H1299-p53A138V at 32C, ATP luminescence viability, 24 h. Potency, µM (doses to about 46.1 µM), inactives show at the highest dose activity change, negative = cytotoxicity, actives largely listed as cytotoxic. hit rate 0.93% among 130,000;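 note: 0% = DMSO and -100% = full killing by reference compound; nearly all actives have a fitted effect of over 55% in size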
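ATP-content luminescence (ATPlite) read-out after 24 h compound exposure at 32C in H1299-p53A138V cells (600/well). Tested up to 46 uM. Normalized to DMSO (0%) and 100 uM tamoxifen (100% killing); Hill-fit AC50.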
Starred values were filed as active, the others as inactive; ? = inconclusive; / = no result given; [ ] = dose if it differs, or a comment. Unless noted, calls come from the whole dose curve; as a rule, active = well fitted curve in the direction sought with a large enough effect; inconclusive = small, poorly fitted or top-dose-only effect, or another doubt; inactive = no such curve, though single readings can be large; an effect the other way counts as inactive or inconclusive. Unless noted, % is set by controls: 0 for no effect and ±100 for the full control effect; potency is the fitted concentration of half-maximal effect. Compounds were not picked by outcome; 1.7% or so of the library scored in one or more.

no.	SMILES	Peg3 imprint	p53ts 39C kill	IkB sig inh	p53ts 32C tox
1	CC(C)Oc1ccc(N2CC(C(=O)Nc3ccc4c(c3)OCO4)CC2=O)cc1 (stereo unspecified)	2%	-2%	-0.4%	2%
2	Oc1ccccc1CNc1nc2ccccc2n1CCN1CCCCC1	-10%	-7%	0.2%	-19%
3	CN(C)CCNC(=O)CN1C(=O)CCn2nc(-c3cn(C)c4ccccc34)cc21	-5%[10.9 µM]	-2%	0.1%	-16%
4	CCC(=O)Nc1cc(C)c(NC(=O)CCc2ccccc2)cn1	-10%	3%	-0.8%	5%
5	COc1cccc(Cc2nc3ccccc3nc2SCC(=O)N2CCCCC2C)c1 (stereo unspecified)	-2%[10.9 µM]	7%	?	7%
6	CCC(SCC(=O)OC)C(=O)Nc1nnc(C(C)C)s1 (stereo unspecified)	-18%	6%	-0.4%	-2%
7	Cc1cc(NC(=O)CS(=O)(=O)c2cn(Cc3cccc(F)c3)c3ccccc23)no1	-14%	-5%	?	-4%
8	COc1ccc(OC)c(S(=O)(=O)Nc2ccc(OCC(=O)O)cc2)c1	-6%	-1%	1.8%	-5%
9	CCN(C(=O)CN1CCCc2ccccc21)c1c(N)n(Cc2ccccc2)c(=O)[nH]c1=O	2%	-16%	0.1%	-6%
10	Cn1c(CCN2CCCCC2)nc2cc(NC(=O)NC3CCCCC3)ccc21	-25%	3%	2.2%	1%
11	Cc1ccn2c(Nc3ccccc3C)c(-c3ccccc3)nc2c1	-5%[10.9 µM]	-24%	?	-11%
12	Cc1cc(C)cc(-n2c(SCC(=O)Nc3ccc4c(c3)OCO4)nc3c([nH]c4ccccc43)c2=O)c1	18%[10.9 µM]	-11%	-0.2%	5%
13	C=CCn1cc(Cl)c(=O)n(CC=C)c1=O	2%	6%	-0.2%	-15%
14	N=c1c(C(=O)NCc2ccccc2)cc2c(=O)n3ccccc3nc2n1CCCN1CCOCC1	/	8%	-1.5%	-15%
15	O=C1CCCc2c1[nH]c1c(Br)cccc21	-3%	-1%	-0.8%	1%
16	COc1ccc(NC(=O)Cn2c(=O)n(Cc3nc(C)no3)c(=O)c3cc4c(cc32)OCO4)cc1OC	3%[10.9 µM]	-12%	0.7%	-1%
17	O=C(Nc1cccc(C(F)(F)F)c1)c1cc2nc(-c3ccccc3)cc(C(F)(F)F)n2n1	-3%[10.9 µM]	0%	20%	0%
18	Cc1cccc(N2CCN(C(=O)c3ccc4c(c3)c(C)c(C)n4C)CC2)c1C	-11%[10.9 µM]	9%	?	7%
19	N#Cc1nc(-c2ccco2)oc1NCc1ccco1	8%	5%	-1.9%	-3%
20	Cc1ccc(S(=O)(=O)N2CCN(S(=O)(=O)N(C)C)CC2)cc1	5%	1%	2.7%	-2%
21	COCC(=O)N1CCC2(CCN(Cc3ccc(C#N)cc3)CC2)CC1	/	-7%	1.2%[11.4 µM]	-10%
22	COC(=O)CSC1=C(C#N)C(c2ccccc2)CC(=O)N1 (stereo unspecified)	-10%	-8%	1.3%	-2%
23	O=C1CC(c2nc(-c3cccc(Cl)c3)no2)CN1c1ccc2c(c1)OCCO2 (stereo unspecified)	-9%[10.9 µM]	-27%	?	-2%
24	CC(C)C(=O)Nc1ccc2oc(-c3cc(F)c(F)cc3Cl)nc2c1	/	8%	/	10%
25	CCN(Cc1cc2cc(C)ccc2[nH]c1=O)S(=O)(=O)c1ccccc1	-13%	-9%	2.4%	1%
26	O=C1NC(c2ccc3c(c2)OCO3)Nc2ccccc21 (stereo unspecified)	-8%	-16%	1.2%	-10%
27	O=C(Nc1ccc2oc(-c3cc(Br)ccc3Cl)nc2c1)c1ccc2ccccc2c1	-10%[10.9 µM]	13µM*	5.2%	?
28	COc1ccccc1N(C(C)=O)c1nc(C)cc(C)c1C#N	/	10%	/	-1%
29	N#Cc1c(/N=C/c2cccs2)sc2c1CCC2	-7%	-8%	4.0%	-15%
30	CCc1ccc(C(=O)c2cn(CC(=O)Nc3ccc4c(c3)OCO4)c3ccc(CC)cc3c2=O)cc1	-27%[10.9 µM]	13µM*	-0.1%	?
31	COc1cccc(CNc2ncnc3c2nnn3C)c1	8%[10.9 µM]	-12%	6.4%	7%
32	C=CCNS(=O)(=O)c1ccc(OCC(=O)OCC)cc1	-15%	1%	-2.4%	-1%
33	CCc1ccc(-n2nc(CO)c(C(=O)NCCCc3ccccc3)n2)cc1	-10%[10.9 µM]	-5%	-0.3%	0%
34	CCn1c(SCC(=O)NCC2CCCO2)nc2c(c1=O)SC(C)C2 (stereo unspecified)	12%	4%	-0.5%	27%
35	CC1(C(=O)NC2CCCCCC2)CCC(=O)N1Cc1ccc2c(c1)OCO2 (stereo unspecified)	-9%	-6%	0.5%	-1%
36	CCOC(=O)c1c(C)n(CCO)c2ccc(O)cc12	-16%	8%	0.4%	9%
37	Cc1ccc(CCNC(=O)Cn2c(-c3cccs3)cc3cc(F)ccc32)cc1	-9%[10.9 µM]	?	?	2%
38	Cn1c(=O)n(Cc2ccccc2)c(=O)c2c1nc1n2CCN1c1ccccc1	2%[10.9 µM]	?	1.9%	2%
39	O=C(NCC(c1ccco1)S(=O)(=O)c1cccs1)c1ccc(Cl)cc1 (stereo unspecified)	-7%[10.9 µM]	-4%	?	-3%
40	O=C(Cc1cccs1)NC1C(=O)N2C(C(=O)[O-])=C(C[n+]3ccccc3)CSC12 (stereo unspecified)	-15%	9%	/	6%
41	Cc1nnc(N2CCN(C(=O)Nc3cccc(C(F)(F)F)c3)CC2)c2nn(-c3ccccc3)c(C)c12	-16%[10.9 µM]	-18%	-0.4%	-4%
42	Cc1ccc(-n2nnnc2SCC(=O)c2c(N)n(CC(C)C)c(=O)n(C)c2=O)cc1	1%	-9%	-0.8%	-3%
43	COc1ccc2[nH]cc(CCN=C(NC(=O)c3ccccc3F)Nc3nc(C)cc(C)n3)c2c1	-15%[10.9 µM]	-3%	-2.4%	-17%
44	Cc1c(C)n(Cc2ccccc2)c2ccc(C(=O)NCc3ccccc3F)cc12	-8%[10.9 µM]	-5%	-2.7%	6%
45	Cc1cc(C)cc(NC(=O)Cn2c(=O)n(-c3ccc(C)c(C)c3)c(=O)c3oc4ccccc4c32)c1	-16%[10.9 µM]	-4%	3.5%	8%

Among those listed so far, 2 have bromine.
no.	SMILES	Peg3 imprint	p53ts 39C kill	IkB sig inh	p53ts 32C tox
15	O=C1CCCc2c1[nH]c1c(Br)cccc21	-3%	-1%	-0.8%	1%
27	O=C(Nc1ccc2oc(-c3cc(Br)ccc3Cl)nc2c1)c1ccc2ccccc2c1	-10%[10.9 µM]	13µM*	5.2%	?

Next part:
no.	SMILES	Peg3 imprint	p53ts 39C kill	IkB sig inh	p53ts 32C tox
46	CCN(CC)CCCNC(=O)c1cn(C)c2ccc(S(=O)(=O)N3CCOCC3)cc2c1=O	-9%[10.9 µM]	13%	1.3%	3%
47	Cc1noc(C)c1C(=O)Nc1nc(C23CC4CC(CC(C4)C2)C3)cs1	-18%	19%	?	32%[activator]
48	Cc1oc2ccc(O)c(CN3CCN(Cc4ccccc4)CC3)c2c1C(=O)Nc1cccc(Cl)c1C	10%[10.9 µM]	-9%	?	5%
49	CCOC(=O)c1c(-c2ccc(C)s2)csc1NC(=O)c1ccco1	-3%	1%	0.1%	-1%
50	Cc1onc(-c2ccccc2)c1C(=O)Nc1cccc2nsnc12	-16%	0%	11%	8%
51	Cc1ccnc(NC(=O)CCC(=O)N(CC(=O)NC2CCCCC2)Cc2ccc3c(c2)OCO3)c1	-11%	-7%	-1.5%	-1%
52	O=C(CCCN1C(=O)CCC1=O)Nc1ccc2c(c1)OCO2	6%	0%	-0.5%	-7%
53	Cc1cccc(NC(=O)c2ccc(F)c(S(=O)(=O)N(C)C3CCCCC3)c2)c1	-9%[10.9 µM]	-25%	?	?
54	CC1Cc2ccccc2N1C(=O)Cn1nc(C(=O)O)c2ccccc2c1=O (stereo unspecified)	-2%	2%	1.9%	0%
55	CCOc1ccc(CCNC(=O)CN2CCN(Cc3ccc(Cl)cc3)C2=O)cc1OCC	-10%[10.9 µM]	-3%	3.7%	3%
56	COc1ccccc1-n1cnnc1SCC(=O)c1cc(C)n(Cc2cccs2)c1C	-18%	?	?	-21%
57	CC(C)NCC(O)Cn1c2c(c3ccccc31)CCc1c-2cnn1-c1ccccc1 (stereo unspecified)	-44%[inhibitor]	?	?	?
58	COc1ccc(C(=O)NCc2ccccc2OC)c(OC)c1	-14%	-6%	1.6%	-8%
59	Cc1cc(NC(=O)c2cc(-c3ccco3)on2)nn1Cc1ccc(Cl)cc1	-30%[inhibitor]	-8%	3.9%	-1%
60	CCc1ccc(CNC(=O)c2sc3nc[nH]c(=O)c3c2C)cc1	14%[10.9 µM]	-12%	-1.6%	20%
61	COc1ccc(N2CCN(S(=O)(=O)CCNC(=O)c3c(F)cccc3Cl)CC2)cc1	-9%[10.9 µM]	?	-0.6%	1%
62	CCCCN1C(=O)CN(C2CCCCCC2)C(=O)C1c1ccc(OCCC)c(OC)c1 (stereo unspecified)	-9%[10.9 µM]	-25%	5.5%	3%
63	Cn1c(N2CCC(C(N)=O)CC2)nc2c1c(=O)n(Cc1ccc(Br)cc1)c(=O)n2C	17%	13%	6.9%	-5%
64	O=C1CC(C2CCCO2)C(=O)N1c1cccc(Cl)c1 (stereo unspecified)	5%	2%	0.8%	-1%
65	c1ccc(Cn2nnc3cnccc32)cc1	2%	-12%	-0.5%	6%
66	CCN(C(=O)COC(=O)C(Cc1ccccc1)N1C(=O)c2ccccc2C1=O)C1CCS(=O)(=O)C1 (stereo unspecified)	-10%	3%	3.4%	3%
67	COc1ccc(-n2cnc3cc(C(=O)NC4CCCCCC4)ccc32)cc1	-3%[10.9 µM]	1%	-4.5%	30%[activator]
68	Cc1ccc(CNC(=O)CCCn2c(=O)c3ccccc3n(CC(=O)NCc3ccco3)c2=O)cc1	13%	10%	3.4%	-5%
69	CCOC(=O)C1CCN(Cc2cn[nH]c2-c2ccc(C)cc2)CC1	-12%	-5%	6.1%	1%
70	COC(=O)C1[C@H]2C(=O)N(Cc3cccs3)C[C@]23C=C[C@H]1O3 (stereo partly specified)	-5%	0%	-2.2%	-1%
71	Cc1cc(/C=N/NC(=O)CC2(C)OCCO2)c(C)n1-c1cc(Cl)cc(Cl)c1	/	11%	/	12%
72	Fc1ccccc1CSc1nncn1NCc1cccs1	/	2%	/	-4%
73	O=c1c(-c2ccc(Cl)cc2)nc2cnc(Nc3ccccc3)nc2n1C1CC1	9%	9%	-4.2%[11.4 µM]	8%
74	CCc1ccc(NC(=O)C2CCCN(S(=O)(=O)c3cccc4nsnc34)C2)cc1 (stereo unspecified)	-7%[10.9 µM]	-5%	?	-8%
75	CSc1ncc(C(=O)O)n1-c1ccc(F)cc1	11%	-4%	0.5%	3%

Whole records, looked up by structure:
CCN(C(=O)COC(=O)C(Cc1ccccc1)N1C(=O)c2ccccc2C1=O)C1CCS(=O)(=O)C1 (stereo unspecified) as listed: Peg3 imprint: -10%; p53ts 39C kill: 3%; IkB sig inh: 3.4%; p53ts 32C tox: 3%
COc1ccc(N2CCN(S(=O)(=O)CCNC(=O)c3c(F)cccc3Cl)CC2)cc1 as listed: Peg3 imprint: -9%[10.9 µM]; p53ts 39C kill: ?; IkB sig inh: -0.6%; p53ts 32C tox: 1%

The results go on.
no.	SMILES	Peg3 imprint	p53ts 39C kill	IkB sig inh	p53ts 32C tox
76	Cc1cccc(N2C(=O)CC(N(O)c3ccccc3)C2=O)c1 (stereo unspecified)	-6%	5%	?	-3%
77	CCOC(=O)C1CC=C(Cl)CC1C(=O)Nc1nccs1 (stereo unspecified)	-19%	7%	-0.4%	5%
78	O=S1(=O)[C@H]([C@H]2CC3c4ccccc4C2c2ccccc23)[C@@H](N2CCCCC2)[C@@H]1c1ccccc1	-11%[10.9 µM]	20%[9.22 µM]	3.3%[11.4 µM]	15%[9.22 µM]
79	CN1CCC(n2[nH]c(-c3ccccc3)c(Cc3ccccc3)c2=O)CC1	-9%[10.9 µM]	6%[9.22 µM]	-0.3%[11.4 µM]	-9%[9.22 µM]
80	O=C(Nc1nc(-c2ccccc2)cs1)c1ccc(Br)o1	/	-11%	/	-1%
81	COc1ccc(C2=NOC(C(=O)NC3CCCCC3)C2)cc1OC (stereo unspecified)	-8%	3%	0.0%	-13%
82	O=C(Nc1ccc(F)cc1F)c1ccc2c(c1)CCN2S(=O)(=O)c1ccc(Cl)cc1	-12%[10.9 µM]	-21%	?	-7%

Assay outcomes (PubChem)
